Pf gametocyte: late stage P. falciparum gametocyte viability inhibitors, primary screen, ATP luminescence, HTS; 0.065% of 150,000 active; P. falciparum stage V gametocytes, 24 h; inhibition, % at 10.9 µM;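 active = inhibition above the mean plus 3 SD of compounds within the control limits, set per campaign, cut at about 38% in these data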;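 also: 0% = DMSO wells and 100% = medium only without gametocytes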
Numbers without * were called inactive. A portion of the library. The share of hits here may be higher or lower than overall.

mol | Pf gametocyte
N#CC1=C(N)Oc2cc(O)ccc2C1c1ccc(Br)s1 (stereo not drawn) | -3.8
Cc1ccc([C@@H]2[C@@H]3C(=O)N(C)C(=O)[C@@H]3[C@]3(C)C(=O)N(Cc4ccc(-c5ccccc5)cc4)CC(=O)N23)o1 | -37.3
CCN1C(=O)N[C@@H](CCc2ccccc2)[C@H](C(=O)OC)[C@H]1C | -2.9
CCc1nn2c(NCCCO)cc(C)nc2c1-c1ccc(F)cc1 | -0.1
Cc1cccc(CCNS(=O)(=O)c2ccc(S(=O)(=O)N3CCC(C)CC3)cc2)c1 | -11.2
CC(=O)Nc1ccc(S(=O)(=O)NCCNS(=O)(=O)c2ccc(NC(C)=O)cc2)cc1 | 16.8
CC1CCC(=O)N(CCOc2ccccc2)CC1 (stereo not drawn) | 21.5
Cc1ccc(C(=O)CN(CCC(=O)O)C(=O)c2ccncc2)cc1 | -27.4
COc1ccccc1N1C(=O)CC(N2CCN(c3ccc([N+](=O)[O-])cc3)CC2)C1=O (stereo not drawn) | -5.3
CCOc1cc(CNCc2ccc3c(c2)OCO3)ccc1OC | -32.6
CCC(C(=O)Nc1cc(C)cc(C)n1)c1ccccc1 (stereo not drawn) | 2.4
CCN1C(=O)[C@H]2[C@@H](c3ccc(-c4ccc(C(C)=O)cc4)c(OC)c3)N3CCCC[C@@]3(C(=O)OC)[C@H]2C1=O | -13.6
CC(=O)Nc1ccc(SC[C@H](C)CN2CC[C@H](O)CCC2=O)cc1 | 6.2
COc1ccc(Cl)cc1NC(=O)CN1CCN(Cc2ccccc2)CC1 | -12.6
COc1cc(C=O)ccc1OCCOCCOc1ccc(Cl)cc1Cl | 12.6
COc1ccc(N(CC(=O)N2CCOCC2)S(C)(=O)=O)c(OC)c1 | -21.2
CC(=O)N(Cc1cc2cc(C)ccc2[nH]c1=O)c1cccc(C)c1C | -5.3
CCN(C/C=C/c1ccccc1OC)Cc1ccccc1 | 7.6
Cc1ccc(Cn2c(C3CCCN3c3nc(-c4ccc(F)cc4)cs3)nc3cc(C(F)(F)F)ccc32)cc1 (stereo not drawn) | 0.0
CC#CCN1C(=O)N[C@@H](c2ccccc2)C(C(=O)OC)=C1C | 6.4
CC(=O)c1cccc(CN(C)CC2CCCN(CCc3ccccc3C)C2)c1 (stereo not drawn) | 16.5
CCOc1ccc(-n2c(C)c(C(C)=O)c3cc(OC(C)=O)ccc32)cc1 | 2.9
CCn1c(CNC(=O)c2ccccc2F)cc2cc(C)ccc21 | -7.7
Cc1ccccc1C(=O)NCC(=O)c1ccccc1 | 2.7
C#CCOCCOCCOCCNc1nc(N2CCN(C(=O)[C@H](C(C)C)n3cc(CCO)nn3)CC2)nc(N2CCN(C(=O)[C@H]([C@@H](C)CC)n3cc(CCC(=O)O)nn3)CC2)n1 | -3.5

Structural class: the compounds so far containing a Cl atom.
mol | Pf gametocyte
COc1ccc(Cl)cc1NC(=O)CN1CCN(Cc2ccccc2)CC1 | -12.6
COc1cc(C=O)ccc1OCCOCCOc1ccc(Cl)cc1Cl | 12.6

Additional compounds:
mol | Pf gametocyte
CCc1ccc(S(=O)(=O)Nc2ccc(Cl)cn2)cc1 | -3.3
C#Cc1cccc(NC(=O)Cc2cccs2)c1 | 21.0
CCCCN1CC(=O)N2[C@H]3c4cc(C)ccc4OC[C@@H]3[C@H](c3ccccc3)[C@]2(C)C1=O | 7.4
C[C@H](NC(=O)c1nc[nH]c1C(=O)N1CCN(c2ccccc2)CC1)C(=O)OCc1ccccc1 | -4.9
Cc1cc(C)n(C(=O)c2cccc([N+](=O)[O-])c2C)n1 | 0.1
N#Cc1ccccc1N/C=C/C(=O)c1ccc(Cl)cc1 | -5.1
CCOc1ccccc1C(=O)Nc1nnc(Cc2ccc(OC)c(OC)c2)s1 | -12.0
O=C(O)c1ccc(Cn2ccc3ccccc32)o1 | -3.6
COc1ccc(CCNS(=O)(=O)c2ccccc2[N+](=O)[O-])cc1OC | -2.5
COc1ccc(C(=O)Nc2ccc(C(=O)Nc3cccnc3)cc2)cc1 | -6.0
O=C(O)CCCC(=O)N1N=C(c2ccco2)CC1c1ccco1 (stereo not drawn) | 13.7
ClC(CCN1CCN(Cc2ccccc2)CC1)c1ccccc1 (stereo not drawn) | -3.5
CSc1nc(-c2ccccc2)nc(C(C)C)n1 | -2.8
CC(=O)N1c2ccccc2Sc2ccccc21 | 6.7
C=CC[C@@H](CC(=O)NCCO)C(=O)NC[C@H](OC(=O)[C@@H](CC=C)Cc1ccc(F)cc1)c1ccccc1 | 27.2
Cc1cc(Cl)c(OCCOCCN2CCNCC2)c(Cl)c1 | -15.0
CCOc1ccc(OCc2ccc(C(=O)NC(C)C)o2)cc1 | 13.8
COc1cc(C(=S)N2CCOCC2)ccc1OC(=O)c1ccccc1C | 4.7
Cc1ccc(C(=O)NCC(=O)NC2CCCCCC2)cc1 | 3.6
COc1ccccc1/C=C/c1nc(C#N)c(N(C)C)o1 | 1.4
COc1ccccc1N1CCN(/N=C(\C)c2ccc(O)cc2)CC1 | 14.0
CC(C)N1CCN(C(=O)c2ccc(NC(=O)c3ccc(Br)o3)cc2)CC1 | 7.4
COc1ccc(C2Nc3ccccc3NC3=C2C(=O)CC(C)(C)C3)cc1OC (stereo not drawn) | -6.7
C/C(=N/OC(=O)c1ccc(Br)cc1)c1ccc(C)cc1 | -31.2
COc1cc(C#Cc2c(-c3cncn3C)n(C)c3ccc(-c4cc(OC)c(OC)c(OC)c4)cc23)cc(OC)c1 | -10.3
Cc1ccc(-n2nnc(-c3cccnc3)n2)cc1 | -33.0
Cc1nc(-c2ccc(C(=O)Nc3cccc(F)c3)cc2)cs1 | -8.6
Cc1ccc(N2C(=O)CC(C)(C)CC2=O)cc1Cl | -3.2
CC#CC(=O)N1CCCC(C(=O)c2ccc(SC)cc2)C1 (stereo not drawn) | -13.1
COc1ccc(NC(=O)CN(c2ccccc2F)S(=O)(=O)c2ccc(C)cc2)c(OC)c1 | -19.7
C=CCOc1ccc(/C=C2\SC(N3CCCCC3)=NC2=O)cc1 | 7.1
Cc1nc(C(=O)Nc2ccc(Cl)cc2)sc1C1(C)CC(c2cccc([N+](=O)[O-])c2)=NO1 (stereo not drawn) | -4.6
COc1ccc(N(Cc2cc3cc(C)ccc3[nH]c2=O)C(C)=O)cc1 | 4.5
O=C1CCN(CCc2ccccc2)CCN1CCO | 11.1
COc1ccc2c(c1)C(=O)N1[C@H]3c4cc(OC)ccc4OC[C@@H]3[C@H](c3ccccc3)[C@]1(C)C(=O)N2 | 6.2
CSc1nc2c(c(-c3ccccc3)c1C#N)CCC2 | 14.2
CCN1C(=O)[C@@H]2[C@@H](c3ccc(SC4CCCCC4)cc3)N3CCC[C@@]3(C(=O)OC)[C@@H]2C1=O | 8.7
OCC[C@@H]1C[C@@H](O)[C@H](O)[C@]2(Cc3ccccc3O2)O1 | 3.8
O=C(O)c1ccc2c(c1)[C@@H]1C=CC[C@@H]1[C@H](c1ccccn1)N2 | -114.2
O=c1c2ccccc2oc2ccc(NCCCn3ccnc3)cc12 | -26.9
COc1ccc(-c2nnc(COc3ccc(Br)cc3C)o2)cc1 | -4.4
CCC(CO)Oc1cc(NC(=O)c2cccc(F)c2)c2ncn(C(C)C)c2c1 (stereo not drawn) | -8.7
CC1=C(C(=O)OC2CCCCC2)C(c2ccccc2Br)NC(=O)N1 (stereo not drawn) | -0.3
Cc1cccc(N(CC(=O)NC(C)(C)C)C(=O)CCC(=O)Nc2ccccn2)c1 | 0.7
CCC(CO)Oc1cc(NC(=O)c2ccc(C)cc2)c2ncn(C(C)C)c2c1 (stereo not drawn) | 29.0
Cc1nc2ccc([N+](=O)[O-])cc2c(=O)n1Cc1ccc([N+](=O)[O-])cc1 | -9.2
C[C@H](CO)N1C[C@H](C)[C@H](CN(C)S(=O)(=O)c2ccccc2)Oc2c(NS(C)(=O)=O)cccc2C1=O | -19.9
O=C(NCCCN1CCOCC1)c1onc(CSc2nc3ccccc3[nH]2)c1C(=O)NCCCN1CCOCC1 | -20.6
C[C@H]1COC(=O)[C@H](Cc2ccc(F)cc2)C/C=C\C[C@H](CC(=O)NCCO)C(=O)N1 | -5.6
O=C1c2cccc3c2N(CCC3)C(=O)C1(F)c1ccccc1 (stereo not drawn) | -2.0

Going on with the list.
compound	Pf gametocyte
Cc1ccc2nc(Br)c3c(c2c1)OC(CBr)C3 (stereo not drawn)	14.7
O=C(NCc1ccc2c(c1)OCO2)C1CCCCC1	-10.4
COc1cccc2c1oc1c(SCc3nc4ccccc4[nH]3)nc(C)nc12	18.6
CCOc1ccc(S(=O)(=O)n2cnc(C)c2)cc1	-29.5
C=CCN1C(=O)C(CC(=O)NCC)SC1=Nc1ccccc1OC (stereo not drawn)	-6.9
Nc1c(Cl)cc(-c2cn(CCC(=O)O)c(-c3ccncc3)n2)cc1Cl	-8.1
CCCN1CCC(NC(=O)Cc2ccccc2OC)CC1	-9.4
COc1ccc(OC)c(NC(=O)c2ccccc2OC(C)=O)c1	2.1
NCCN1CCN2C(=O)CN(C(=O)c3ccccc3)CC12 (stereo not drawn)	6.8
O=C(O)C(Oc1ccc2cc(-c3ccc(Cl)cc3)c(=O)oc2c1)c1ccccc1 (stereo not drawn)	-72.3
COc1cc(OC)cc(-c2c(-c3cccs3)c3cc(-c4ccc5c(c4)OCO5)ccc3n2C)c1	15.3
CCOc1ccc(/C=N/NC(=O)CN2CCCCC2)cc1OCC	9.6
c1ccc2c(c1)[nH]c1ccncc12	15.6
C[C@H](O)c1[nH]c2cc(F)ccc2c1[C@H](C)O	7.8
O=[N+]([O-])c1ccc2c(c1)ncn2CCc1ccccc1	1.9
C/C(CC(=O)Nc1ccc([N+](=O)[O-])cc1)=N\NC(=O)c1ccccc1[N+](=O)[O-]	8.0
COc1ccc(NC(=O)/C(C#N)=C/c2ccc(-c3ccccc3C(=O)O)o2)cc1	-2.5
CCOc1ccc(N(CC(=O)NCc2ccc(OC)cc2)S(C)(=O)=O)cc1	2.9
CCOC(=O)c1cnc2c(C)cc(Cl)cc2c1NCCCN1CCOCC1	-36.6
COC(=O)[C@]1(C)CCC[C@@]2(C)C3CC[C@]4(OC(C)=O)C[C@@]3(CCC21)CC4=O (stereo partly drawn)	-17.2
CC(C)c1ccc([N+](=O)[O-])cc1S(=O)(=O)N1CCN(C)CC1	-7.9
O=C1C=C(c2ccc3ccccc3c2)C[C@@H](c2ccc(Cl)cc2)C1	1.5
COc1ccc(CNC(=O)c2c[nH]c3c(OC)cc(OC)cc3c2=O)cc1	-13.1
CC(NC(=O)c1cccc(F)c1)C1CC2CCC1C2 (stereo not drawn)	10.6
O=C(C[C@@H]1C/C=C/CC[C@@H](Cc2ccc(F)cc2)C(=O)OCCNC1=O)N[C@H](CO)Cc1ccccc1	-29.4
CC1(C)Oc2ccc3ccc(=O)oc3c2C[C@H]1O[C@@H]1O[C@H](CO)[C@@H](O)[C@H](O)[C@H]1O	10.0
C#CCOCCOCCOCCNc1nc(N2CCN(C(=O)[C@H](CCCCN)n3cc([C@@H](N)[C@H](C)CC)nn3)CC2)nc(N2CCN(C(=O)[C@H](CCCCN)n3cc([C@@H](N)CC(N)=O)nn3)CC2)n1	9.7
CC(C)CC(CO)N1CCN(C(=O)c2ccccc2)CCC1=O (stereo not drawn)	7.7
CCCN1C(=O)/C(=C/c2ccc(OCc3ccc(C(=O)O)cc3)c(OC)c2)NC1=S	-5.1
COc1ccc(OC)c(NCc2nnc(-c3ccccc3)o2)c1	1.3
CSc1ccc(CN2CCc3c([nH]c4ccccc34)C2)cc1	8.0
O=C(NNC(=O)c1ccccc1O)c1cccc(Br)c1	-38.0

7 structures from above, arranged by count of non-hydrogen atoms, rising.
compound	Pf gametocyte
CC(NC(=O)c1cccc(F)c1)C1CC2CCC1C2 (stereo not drawn)	10.6
O=C(NNC(=O)c1ccccc1O)c1cccc(Br)c1	-38.0
CSc1ccc(CN2CCc3c([nH]c4ccccc34)C2)cc1	8.0
CC(C)CC(CO)N1CCN(C(=O)c2ccccc2)CCC1=O (stereo not drawn)	7.7
CC1(C)Oc2ccc3ccc(=O)oc3c2C[C@H]1O[C@@H]1O[C@H](CO)[C@@H](O)[C@H](O)[C@H]1O	10.0
CCCN1C(=O)/C(=C/c2ccc(OCc3ccc(C(=O)O)cc3)c(OC)c2)NC1=S	-5.1
C#CCOCCOCCOCCNc1nc(N2CCN(C(=O)[C@H](CCCCN)n3cc([C@@H](N)[C@H](C)CC)nn3)CC2)nc(N2CCN(C(=O)[C@H](CCCCN)n3cc([C@@H](N)CC(N)=O)nn3)CC2)n1	9.7

Next entries follow:
compound	Pf gametocyte
O=C1c2ccccc2/C(=C\c2ccc3[nH]ccc3c2)N1c1ccccc1	-1.4
CN1C2=C(C(=O)CC(C)(C)C2)C(c2cccs2)C2=C1CC(C)(C)CC2=O	10.0
COc1cc(Br)ccc1NC(=O)c1ccccc1-c1ccccc1C(=O)O	17.5
COc1ccc(N(C(C)C(=O)N(C)Cc2ccccc2)S(C)(=O)=O)cc1 (stereo not drawn)	-4.2
COc1cccc2oc3cc(C#CC4(O)CCCCC4)ccc3c(=O)c12	-23.3
CCC(C(=O)O)n1cnc2scc(-c3ccc(C)c(C)c3)c2c1=O (stereo not drawn)	13.9
COc1ccc(C)cc1NC(=O)c1ccccc1N(C)S(=O)(=O)c1ccccc1	13.4
CCCN(CCC)S(=O)(=O)c1ccc(C(=O)Nc2ccc(S(=O)(=O)Nc3nnc(CC)s3)cc2)cc1	4.8
Cc1cc(Oc2cc(NN3CCCCC3)c([N+](=O)[O-])cc2[N+](=O)[O-])c(C(=O)c2ccccc2)cc1Cl	-43.5
CCCCCCCN1CCC(=O)N(CCO)CC1	2.2
CC(=O)c1ccc(Nc2nc(C)cc(C)n2)cc1	-16.9
COc1ccc(CN2CCCC(CO)(Cc3ccc(F)cc3)C2)c(OC)c1OC (stereo not drawn)	14.8
COc1cccc2oc3ccc(C#CC4(N)CCCCC4)cc3c(=O)c12	-25.2
CN1CCN(CCC(=O)Nc2ccccc2)CC1	-8.7
COC(=O)[C@@]12CCCCN1[C@H](c1ccc(-c3ccccc3)cc1)[C@H]1C(=O)N(C)C(=O)[C@H]12	-10.1
Cc1c(C(=O)Nc2ccccc2F)cnn1-c1ccccc1	-12.0
COc1ccc(/C=N/Nc2cc(N3CCOCC3)ncn2)c(OC)c1	-5.1
CCOC(=O)COc1c(Cl)cc(/C=C2\N=C(C)OC2=O)cc1OC	-26.4
O=C(NC1(Cc2ccccc2)CCN(CCc2cccs2)C1=O)c1ccccc1 (stereo not drawn)	5.5
